From PubChem
TAAR1 agonist: human TAAR1 agonists, primary screen, Fluo-8 calcium fluorescence, CHO RD-HGA16 cells; activation, % at 3 µM; AID 624467, 2012; 360,000 tested, 0.99% active; Trace amine-associated receptor 1 (Homo sapiens), Q96RJ0; vehicle wells 0%, saturating PEA agonist 100%;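 active = activation above the mean activation of all test compounds in the run plus 3 SD, cut at about 38% in these data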
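Repeats: no replicates (n 1) | Material: CHO-derived RD-HGA16 cells with stable Gα16 and human TAAR1 | Technique: Kinetic Fluo-8 calcium fluorescence | Schedule: 17-24 h seeding, 75 min 37 °C dye, 30 min RT | Evaluation: % activation from peak over basal fluorescence ratio, DMSO-to-PEA scaled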
CHRM1 PAM: human M1 muscarinic receptor positive allosteric modulators, primary screen, CHO-K1 cells, Fluo-8 calcium fluorescence, 1536-well; Muscarinic acetylcholine receptor M1 (Homo sapiens), P11229; CHO-K1 hM1, ACh EC20; 0% = ACh EC20, 100% = maximal ACh; activation, % at 3 µM; 360,000 tested, 0.088% active; in the data active = activation above about 19%, passing the limit was not always enough
Target sequence (P11229 whole entry, looked up): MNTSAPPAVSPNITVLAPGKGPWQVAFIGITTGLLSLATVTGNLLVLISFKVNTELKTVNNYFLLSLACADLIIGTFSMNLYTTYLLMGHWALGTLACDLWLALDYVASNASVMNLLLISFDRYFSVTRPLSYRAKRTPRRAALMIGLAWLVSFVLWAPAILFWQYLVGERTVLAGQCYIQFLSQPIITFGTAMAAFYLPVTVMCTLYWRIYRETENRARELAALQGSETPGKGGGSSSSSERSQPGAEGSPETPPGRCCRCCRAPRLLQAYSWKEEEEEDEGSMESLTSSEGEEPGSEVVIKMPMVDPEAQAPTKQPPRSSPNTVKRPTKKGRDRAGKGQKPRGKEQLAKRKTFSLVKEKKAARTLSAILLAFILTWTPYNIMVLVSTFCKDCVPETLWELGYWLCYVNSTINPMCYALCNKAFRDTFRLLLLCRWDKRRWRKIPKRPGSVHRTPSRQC
V1aR counter: agonists of human V1a receptor, primary screen, counter-screen for OXTR agonist project, fluorescence, CHO-V1R cells; Vasopressin V1a receptor (Homo sapiens), P37288; Fluo-8 calcium fluorescence, agonist mode; 0% DMSO, 100% 3 nM vasopressin; activation, % at 3 µM; 320,000 tested, 0.25% active;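 active = activation above the mean activation of all tested compounds plus 3 SD, per screening run, cut at about 20% in these data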;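 also: signal is peak over basal fluorescence ratio across a 100 second FLIPR read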
M1 antag: human M1 muscarinic receptor antagonists, primary screen, CHO-K1 cells, Fluo-8 calcium fluorescence, 1536-well; 360,000 tested, 1.3% active; inhibition, % at 3 µM; AID 588852, 2011; CHO-K1 hM1, ACh EC80 antagonist; Muscarinic acetylcholine receptor M1 (Homo sapiens), P11229;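 active = percent inhibition above its own plate's cutoff, namely the mean of that plate's compound wells plus 3 SD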;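 also: peak over basal fluorescence ratio during 140 s after agonist addition; 0% = ACh EC80 plus DMSO and 100% = DMSO alone without agonist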
CHO parental Ca: ATP-evoked calcium signal inhibitors, parental CHO, primary screen, counter-screen for OX1R antagonist project, cell-based, fluorescence, Fluo-8 calcium dye; 330,000 tested, 0.63% active; inhibition, % at 5.6 µM; parental CHO-K1, ATP-induced calcium, Fluo-8 fluorescence;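 active = inhibition above that plate's mean sample inhibition plus 3 SD, cut at about 26% in these data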;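 also: 0% = ATP-challenged DMSO wells and 100% = DMSO wells without ATP; some compounds past the cut are filed as inactive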
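Test system: untransfected parental CHO cell line. Compound: one dose, 5.6 µM nominal. Detection: intracellular calcium via Fluo-8 no-wash fluorescent dye. Measure: % inhibition. Benchmarks: ATP-challenged DMSO wells low, unchallenged DMSO wells high.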
M1 ag: human M1 muscarinic receptor agonists, primary screen, Fluo-8 calcium fluorescence, CHO-K1 cells, HTS; Muscarinic acetylcholine receptor M1 (Homo sapiens), P11229; CHO-K1 hM1, agonist mode; 0% DMSO, 100% acetylcholine EC100; activation, % at 3 µM; 360,000 tested, 0.33% active; AID 588814, 2011;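 active = activation above the run's mean compound activation plus 3 SD, cut at about 16% in these data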;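 also: peak over basal fluorescence ratio within a 140 s kinetic read after compound addition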
TAAR1 antagonist: human TAAR1 antagonists, primary screen, Fluo-8 calcium fluorescence, CHO RD-HGA16 cells | antagonist | inhibition, % at 3 µM | 360,000 tested, 1.5% active;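 active = inhibition above a per-plate cutoff, the mean inhibition of test compounds on that plate plus 3 SD, cut at about 49% in these data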;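 also: 0% = DMSO plus EC80 beta-PEA response and 100% = DMSO alone without agonist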
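test system = CHO RD-HGA16 cells bearing hTAAR1 | replication = singlicate | controls = DMSO-only wells and EC80 β-PEA-stimulated wells | reagent = EC80 β-phenethylamine stimulus | read-out basis = percent inhibition of PEA-evoked calcium signal, max/basal emission ratio | schedule = seeding 17-24 h prior, 75-min 37 °C, 30-min RT dye loading | signal = kinetic Fluo-8 calcium fluorescence measurement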
OXTR agonist: human OXTR agonists, primary screen, fluorescence, CHO-OTR cells, Fluo-8 calcium. AID 2435, 2010. 320,000 tested, 0.32% active. Oxytocin receptor (Homo sapiens), P30559. activation, % at 3 µM. Fluo-8 calcium fluorescence; normalized: DMSO 0%, oxytocin 100%;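 active = activation above the mean of all tested compounds plus 3 SD, cutoff set per screening run, cut at about 20% in these data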;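 also: peak over basal fluorescence ratio from a 100 s FLIPR kinetic read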
Target sequence (P30559 whole entry, looked up): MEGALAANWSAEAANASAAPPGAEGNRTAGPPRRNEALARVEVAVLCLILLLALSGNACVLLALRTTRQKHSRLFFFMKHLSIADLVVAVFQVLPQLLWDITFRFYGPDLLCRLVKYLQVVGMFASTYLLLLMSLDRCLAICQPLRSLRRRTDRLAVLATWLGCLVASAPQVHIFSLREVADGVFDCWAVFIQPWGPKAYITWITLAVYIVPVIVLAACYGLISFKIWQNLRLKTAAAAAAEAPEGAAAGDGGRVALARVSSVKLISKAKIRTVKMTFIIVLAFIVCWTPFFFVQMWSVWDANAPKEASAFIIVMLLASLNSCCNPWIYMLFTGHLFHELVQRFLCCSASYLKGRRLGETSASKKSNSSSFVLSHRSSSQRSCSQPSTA
OXTR potentiate: human OXTR potentiators, primary screen, fluorescence, CHO-OTR cells, Fluo-8 calcium; 320,000 tested, 0.061% active; activation, % at 3 µM; AID 2445, 2010; Fluo-8 calcium fluorescence, potentiator mode; 0% = oxytocin EC15, 100% = EC100; Oxytocin receptor (Homo sapiens), P30559;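 active = activation above that plate's cutoff, the mean activation of tested compounds plus 3 SD, cut at about 6.6% in these data, passing the limit was not always enough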;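 also: 100% uses oxytocin at 75 nM as the full agonist control; some results filed as inactive read as strong as hits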
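assay system = CHO-OTR cells, human receptor | schedule = compound 6 min at room temperature before oxytocin, 100 s read | detection = Fluo-8 intracellular calcium fluorescence, ex 470-495, em 515-575 nm | evaluation = normalized max/min fluorescence ratio, % activation | control set = EC15 oxytocin alone as 0%, 75 nM oxytocin (EC100) as 100%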
Starred values were filed as active, the others as inactive; . = not tested or not shown. No enrichment for hits; overall some 3.7% were active at least once.

1: COc1ccc(CNC(=O)c2ccc(NS(=O)(=O)c3ccc4[nH]c(=O)[nH]c4c3)cc2)cc1OC
2: CN(Cc1ccc(Cl)cc1)C(=O)c1ccc2ccccc2n1
3: O=C(NC(=S)Nc1ccc2cn[nH]c2c1)c1ccccc1
4: COc1ccc(S(=O)Cc2ccc(C(=O)NCc3cccc(OC)c3)o2)cc1 (stereo not given)
5: COc1ccc(/C=N\NC(=O)c2ccccc2F)cc1COc1ccc(F)cc1
6: COC(=O)Cn1ncn2c(cc3oc(C)cc32)c1=O
entry no.	1	2	3	4	5	6
TAAR1 agonist	12	-1	10	8	0	10
CHRM1 PAM	2	10	10	1	9	10
V1aR counter	0.1	0.7	3.0	2.3	0.2	1.1
M1 antag	-3	1	-7	-4	-6	-14
CHO parental Ca	-16	-19	-2	-15	-15	11
M1 ag	0	1	-5	-1	-1	-2
TAAR1 antagonist	-5	-15	-11	-2	35	11
OXTR agonist	0.0	0.3	1.0	2.1	-0.9	0.7
OXTR potentiate	-4	-7	5	-7	-13	-8

7: COc1cc(/C=N/NC(=O)c2cccs2)ccc1OCc1ccccc1
8: CCC(Sc1nc2ccncc2[nH]1)C(=O)Nc1cc(Cl)ccc1C (stereo not given)
9: COC(=O)C1=NN(c2cccc3ccccc23)C2C(=O)N(c3ccccc3OC)C(=O)C12 (stereo not given)
10: Cc1ccc(CSCCNC(=O)CSc2ccccc2)cc1
11: CC(C)CN(C(=O)COC(=O)CNC(=O)c1ccccc1)c1c(N)n(Cc2ccccc2)c(=O)[nH]c1=O
12: CCc1nnc(NS(=O)(=O)c2ccc(N3C(=O)c4ccc(C(=O)O)cc4C3=O)cc2)s1
entry no.	7	8	9	10	11	12
TAAR1 agonist	19	3	-1	-2	0	3
CHRM1 PAM	3	2	9	2	2	5
V1aR counter	-0.9	-0.1	0.5	-0.9	-0.9	-0.1
M1 antag	5	4	-21	-10	-5	2
CHO parental Ca	-1	-2	-9	-18	-2	2
M1 ag	-1	0	-2	-9	-3	-5
TAAR1 antagonist	28	-75	0	-32	-49	4
OXTR agonist	-0.9	-1.0	-1.1	-2.3	-0.3	2.2
OXTR potentiate	-3	-5	-11	-10	-9	-1

Records 1–4 of the list above:
1: COc1ccc(CNC(=O)c2ccc(NS(=O)(=O)c3ccc4[nH]c(=O)[nH]c4c3)cc2)cc1OC
2: CN(Cc1ccc(Cl)cc1)C(=O)c1ccc2ccccc2n1
3: O=C(NC(=S)Nc1ccc2cn[nH]c2c1)c1ccccc1
4: COc1ccc(S(=O)Cc2ccc(C(=O)NCc3cccc(OC)c3)o2)cc1 (stereo not given)
entry no.	1	2	3	4
TAAR1 agonist	12	-1	10	8
CHRM1 PAM	2	10	10	1
V1aR counter	0.1	0.7	3.0	2.3
M1 antag	-3	1	-7	-4
CHO parental Ca	-16	-19	-2	-15
M1 ag	0	1	-5	-1
TAAR1 antagonist	-5	-15	-11	-2
OXTR agonist	0.0	0.3	1.0	2.1
OXTR potentiate	-4	-7	5	-7

Other entries
13: CC(=O)Nc1ccc(Oc2nc(-c3cccnc3)nc3sc4c(c23)CCCC4)cc1
14: Cc1cccc(S(=O)(=O)NC(=O)C2(C)CCN2C(=O)C/C=C/c2ccccc2)c1 (stereo not given)
15: Cc1ccc(S(=O)(=O)N2CCC(C(=O)OCC(=O)N3CCCC3=O)CC2)cc1C
16: COc1cc(OC)c2c(c1)C(=O)c1cc(OC)cc(OC)c1C2=O
17: CC(=O)N1c2ccc(S(=O)(=O)N3CCCCC3)cc2CC1C(=O)Nc1ccc(C)cc1 (stereo not given)
18: CC(=O)N1CCc2ccc(S(=O)(=O)N3CC(C)OC(C)C3)cc21 (stereo not given)
entry no.	13	14	15	16	17	18
TAAR1 agonist	.	0	0	1	1	2
CHRM1 PAM	8	-5	3	3	1	1
V1aR counter	4.0	.	-0.5	0.6	1.0	1.2
M1 antag	-29	10	1	0	-2	1
CHO parental Ca	-8	.	-8	-11	-12	-13
M1 ag	-1	0	-3	-2	-2	-1
TAAR1 antagonist	.	12	-30	3	8	11
OXTR agonist	0.1	.	-1.8	0.3	-0.5	0.3
OXTR potentiate	-9	.	-18	0	8	4

19: CC(=O)/C(N=Nc1ccc(C(=O)O)cc1[N+](=O)[O-])=C(\C)O
20: CCOC(=O)c1nn(-c2ccc(Cl)cc2)c(C)cc1=O
21: Cc1ccc(CN2CCC(Oc3ccc(C(=O)NCc4ccccn4)cc3)CC2)o1
22: O=c1c2c(n3nnnc3n1Cc1ccccc1)-c1ccccc1CC21CCCC1
23: CCOc1ccc(Nc2ncnc3c2cnn3-c2ccccc2)cc1
24: CCCCNC(=O)c1onc(CSc2cccc(OCC)c2)c1C(=O)O
entry no.	19	20	21	22	23	24
TAAR1 agonist	0	-1	1	4	0	6
CHRM1 PAM	22	1	1	4	15	-1
V1aR counter	1.3	-0.2	0.6	0.3	1.1	-0.2
M1 antag	-16	1	0	4	-23	-2
CHO parental Ca	-3	-11	-18	-6	1	2
M1 ag	1	-5	-6	-3	1	-2
TAAR1 antagonist	7	-8	-7	-5	-4	3
OXTR agonist	0.0	-1.1	2.1	0.3	1.2	-0.8
OXTR potentiate	-5	-6	-3	-9	2	-10

25: O=C(COC(=O)c1c(F)cccc1F)Nc1ccc2c(c1)OCO2
26: C#CCN1C=CC(=O)[C@@H](OC(=O)Nc2ccc(Cl)cc2)[C@H]1c1ccccc1Br
27: O=C(C1CCC1)N1CCN(S(=O)(=O)c2ccccc2)CC1
28: Cc1ccc(C(=O)N(c2ccccn2)C(C)c2ccco2)cc1 (stereo not given)
29: COc1cc(/C=C/c2ccc3cccc(O)c3n2)cc(Cl)c1OC
30: Cc1ccccc1-c1nc(NC(C)C)nc2ccsc12
entry no.	25	26	27	28	29	30
TAAR1 agonist	2	12	1	1	1	3
CHRM1 PAM	19	3	17	9	1	-10
V1aR counter	.	.	0.9	-0.8	-0.3	.
M1 antag	-16	-1	-3	-7	3	2
CHO parental Ca	.	.	-7	-9	-14	.
M1 ag	-1	0	7	-4	-5	-9
TAAR1 antagonist	-16	15	0	-18	24	-4
OXTR agonist	.	.	0.7	-0.9	-1.3	.
OXTR potentiate	.	.	0	8	-18	.

31: CC(Sc1nccn1C)C(=O)c1ccc(Br)cc1 (stereo not given)
32: CCOC(=O)C(C)Sc1nc2c(cnn2-c2ccc(F)cc2)c(=O)[nH]1 (stereo not given)
33: CCOc1ccc(C2NC(=O)NC(C)=C2[N+](=O)[O-])cc1OC (stereo not given)
34: CCS(=O)(=O)N1CCC(C(=O)Nc2ccccc2OC)CC1
35: Cc1ccc(-n2c(Cc3cccs3)nnc2SCC(=O)OC(C)C)cc1
36: CCN(CC)CCCN1C(=O)C2C(C(=O)Nc3ccc(C(C)C)cc3)C3C=CC2(O3)C1C(=O)NC1CCCCC1 (stereo not given)
entry no.	31	32	33	34	35	36
TAAR1 agonist	-1	2	2	0	5	2
CHRM1 PAM	-5	7	2	-2	8	6
V1aR counter	-0.3	0.5	0.6	0.9	-1.2	-0.3
M1 antag	15	-5	-19	3	-9	-5
CHO parental Ca	-4	0	-4	1	-23	-5
M1 ag	-8	-3	-3	0	-7	-8
TAAR1 antagonist	-15	-39	-17	14	2	-13
OXTR agonist	-0.3	-1.3	-0.8	1.1	-2.1	0.3
OXTR potentiate	4	-19	0	2	-20	-5

37: CCCN1CCN(C(=O)Cn2ncc3c([nH]c4ccc(C)cc43)c2=O)CC1
38: COc1ccc(OC)c(N(CC(=O)N2CCCC2)S(=O)(=O)c2ccc(OC)c(OC)c2)c1
39: Cc1ccccc1OCCC(=O)Nc1ccc(S(=O)(=O)N(C)C2CCN(C)CC2)cc1
40: COc1ccc(CNC(=O)CCc2nc(-c3ccccc3F)no2)c(OC)c1
41: CCC(=O)c1ccc(N2CCN(C(=O)Cc3ccccc3)CC2)c(F)c1
42: COc1cccc(CC2(CO)CCCN(C(=O)c3cc[n+]([O-])cc3)C2)c1 (stereo not given)
43: O=C(N/N=C\c1ccc2c(c1)OCO2)c1cncc(Br)c1
44: CCCCCCN1C=CC=C/C1=C\C=C(C#N)C#N
entry no.	37	38	39	40	41	42	43	44
TAAR1 agonist	6	6	1	2	4	7	8	8
CHRM1 PAM	9	7	0	7	-4	9	8	-1
V1aR counter	1.6	0.8	0.5	-0.5	7.5	0.6	0.4	9.6
M1 antag	3	-3	-1	-15	-11	-9	-1	-5
CHO parental Ca	-13	-3	-4	-9	-20	-8	-2	12
M1 ag	-1	-2	-8	-2	2	-7	-3	1
TAAR1 antagonist	6	7	8	2	33	-5	-13	6
OXTR agonist	1.1	1.0	2.5	0.5	8.8	-0.6	0.3	9.4
OXTR potentiate	-8	-5	-7	-14	-17	-3	-12	-5
